CHRM1 PAM = positive allosteric modulators of human M1 muscarinic receptor; P11229; CHO-K1 hM1, Fluo-8 calcium fluorescence, ACh EC20; 0% = ACh EC20, 100% = maximal ACh; activation, % at 3 µM; 360,000 tested, 0.088% active; AID 588819; in the data active means activation above about 19%, passing the limit was not always enough
Target sequence (P11229 whole entry, looked up): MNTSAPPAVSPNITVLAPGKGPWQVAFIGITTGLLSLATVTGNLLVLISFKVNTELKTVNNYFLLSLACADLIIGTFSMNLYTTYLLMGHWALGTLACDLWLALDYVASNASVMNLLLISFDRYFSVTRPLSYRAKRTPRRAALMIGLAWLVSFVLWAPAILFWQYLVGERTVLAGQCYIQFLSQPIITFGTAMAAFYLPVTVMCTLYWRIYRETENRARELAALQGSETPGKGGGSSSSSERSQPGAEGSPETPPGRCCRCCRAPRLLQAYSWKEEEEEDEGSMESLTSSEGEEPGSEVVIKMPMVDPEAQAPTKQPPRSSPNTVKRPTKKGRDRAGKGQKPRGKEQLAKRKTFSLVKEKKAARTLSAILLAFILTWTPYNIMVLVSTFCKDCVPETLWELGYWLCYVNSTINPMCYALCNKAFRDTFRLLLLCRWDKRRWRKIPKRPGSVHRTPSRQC
M5 PAM = CHRM5 positive allosteric modulation; AID 624038; P08912; 360,000 tested, 0.3% active; activation, % at 3 µM; CHO-K1 hM5, Fluo-8 calcium, ACh EC20 PAM; 0% = ACh EC20, 100% = ACh EC100;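 active means activation above the run cutoff, the mean activation of all test compounds plus 3 SD, cut at about 18% in these data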
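System – CHO-K1 hM5 cells · Compound – 3 µM, single dose · Incubation – compound preincubation 140 s before EC20 acetylcholine addition · Technique – Fluo-8 calcium fluorescence · Measure – Max/basal fluorescence ratio as % of EC20–EC100 ACh window · Benchmarks – low control EC20 acetylcholine (0%), high control EC100 acetylcholine (100%) · Replication – singlicate, one well per test compound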
M4 antag = CHRM4 antagonism in calcium assay | P08173 | CHO-hM4 cells, ACh EC80, Fluo-8 calcium fluorescence | inhibition, % at 3 µM | AID 624125 | 360,000 tested, 0.73% active;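 active means inhibition above its plate's cutoff, the mean inhibition of sample wells plus 3 SD, cut at about 27% in these data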;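 further: 0% = acetylcholine EC80 with DMSO and 100% = DMSO without agonist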
M5 antag = blocks acetylcholine activation of human M5 receptor; inhibition, % at 3 µM; AID 624040; CHO-hM5 cells, Fluo-8 calcium fluorescence, ACh EC80; 360,000 tested, 0.59% active; P08912;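 active means inhibition above a per-plate cutoff, the mean of that plate's test compounds plus 3 SD, cut at about 27% in these data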;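 further: 0% = acetylcholine EC80 with DMSO and 100% = DMSO without agonist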
CHRM1 agonist = activates human CHRM1 receptor | activation, % at 3 µM | P11229 | CHO-K1 hM1, Fluo-8 calcium fluorescence, agonist mode; 0% DMSO, 100% acetylcholine EC100 | 360,000 tested, 0.33% active;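 active means activation above the run's mean compound activation plus 3 SD, cut at about 16% in these data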;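 further: peak over basal fluorescence ratio within a 140 s kinetic read after compound addition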
CHRM5 agonist = agonists of human muscarinic M5 receptor (CHRM5). CHO-K1 hM5 cells, Fluo-8 calcium fluorescence; 0% DMSO wells, 100% maximal acetylcholine response. activation, % at 3 µM. 360,000 tested, 0.19% active. AID 624037;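 active means activation above the run's mean over test compounds plus 3 SD, cut at about 23% in these data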;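 further: signal is peak over basal fluorescence ratio across the kinetic read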
M4 ag = agonists of human muscarinic M4 receptor (CHRM4); P08173; CHO-K1 hM4/Gqi5, Fluo-8 calcium fluorescence; vehicle 0%, full acetylcholine response 100%; activation, % at 3 µM; 360,000 tested, 0.14% active;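 active means activation above the run mean over all test wells plus 3 SD, cut at about 32% in these data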;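 further: peak over basal fluorescence ratio per well then scaled between controls; 0% = DMSO wells and 100% = acetylcholine at EC100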
CHRM1 antagonist = human CHRM1 antagonism; P11229; CHO-K1 hM1, Fluo-8 calcium fluorescence, ACh EC80 antagonist; inhibition, % at 3 µM; 360,000 tested, 1.3% active; AID 588852;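 active means percent inhibition above its own plate's cutoff, namely the mean of that plate's compound wells plus 3 SD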;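 further: peak over basal fluorescence ratio during 140 s after agonist addition; 0% = ACh EC80 plus DMSO and 100% = DMSO alone without agonist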
TAAR1 agonist = human TAAR1 agonism | Q96RJ0 | CHO RD-HGA16 TAAR1, Fluo-8 calcium fluorescence; vehicle wells 0%, saturating PEA agonist 100% | activation, % at 3 µM | 360,000 tested, 0.99% active;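 active means activation above the mean activation of all test compounds in the run plus 3 SD, cut at about 38% in these data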
Target sequence (Q96RJ0 whole entry, looked up): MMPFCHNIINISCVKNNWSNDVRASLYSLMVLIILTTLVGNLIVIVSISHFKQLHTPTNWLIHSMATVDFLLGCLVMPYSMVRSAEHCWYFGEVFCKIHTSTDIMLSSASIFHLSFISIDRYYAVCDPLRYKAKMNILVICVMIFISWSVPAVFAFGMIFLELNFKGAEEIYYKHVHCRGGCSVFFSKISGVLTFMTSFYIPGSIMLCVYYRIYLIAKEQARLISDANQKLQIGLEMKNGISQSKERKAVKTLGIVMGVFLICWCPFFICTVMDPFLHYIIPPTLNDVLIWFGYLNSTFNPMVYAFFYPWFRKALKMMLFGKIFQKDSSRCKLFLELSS
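System: CHO RD-HGA16 cells carrying human TAAR1 plus Gα16; Incubation: 17-24 h seeding, 75 min 37 °C dye, 30 min RT; Measured by: Fluo-8 fluorescence, 5 s baseline then 140 s kinetic read; Control set: DMSO and PEA EC100; Replication: single well for each compound.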
An asterisk follows results filed as active; nt = no result given. These rows are one share of the data; the hit share may differ from the screen's.

SMILES | CHRM1 PAM | M5 PAM | M4 antag | M5 antag | CHRM1 agonist | CHRM5 agonist | M4 ag | CHRM1 antagonist | TAAR1 agonist
C[C@@H](CO)NC(=O)[C@H]1O[C@@H](n2ccc(=O)[nH]c2=O)[C@H](O)[C@@H]1O | 0 | 8 | 2 | 4 | -2 | 2 | 1 | -17 | 1
O=C(CSc1nnc(-c2ccccc2)n1Cc1ccccc1)N1CCOCC1 | 1 | -1 | 1 | -4 | -2 | -3 | 1 | -2 | 1
CC(=O)Nc1ccc(S(=O)(=O)N2CCC(C(=O)NCCc3c[nH]c4ccccc34)CC2)cc1 | -10 | -9 | 10 | 12 | -6 | 1 | 15 | 12 | 4
CCN(c1ccccc1)S(=O)(=O)c1ccc(Cl)c(NC(=O)CNCc2ccccc2OC)c1 | -6 | -15 | 13 | 19 | -3 | -4 | 9 | 2 | 5
O=C1CC(SC(=NCc2ccc3c(c2)OCO3)Nc2ccccc2)C(=O)N1c1ccccc1 (stereo not drawn) | 0 | 14 | -19 | -7 | -3 | 0 | 1 | 3 | 6
Cc1ccnc(N2C(=O)c3ccc([N+](=O)[O-])cc3C2=O)c1 | 7 | -1 | 11 | 4 | -2 | -4 | 0 | -11 | -1
CCn1c2ccccc2c2cc(CNCc3ccc(OC)cc3OC)ccc21 | 1 | -7 | 12 | 23 | -3 | 1 | 26 | 19 | 46*
COc1cccc(C(=O)Nn2cnnc2)c1OC | 7 | 2 | 2 | 5 | -5 | 0 | 1 | -12 | 2
COc1cc(S(=O)(=O)N(C)Cc2ccc3c(c2)OCCO3)ccc1NC(C)=O | 12 | 1 | -8 | 3 | 3 | 3 | 4 | -9 | 2
COc1ccc2c(c1)OC[C@H]1[C@H]2N2C(=O)CN(CC3CCCO3)C(=O)[C@@]2(C)[C@H]1c1ccccc1 (stereo partly drawn) | 14 | 1 | -16 | 1 | 11 | 3 | 2 | 1 | 8
Cn1cnnc1SCC(=O)c1ccc2c(c1)CCCC2 | 8 | 0 | 1 | -4 | -12 | -1 | 1 | -10 | 2
Cc1cccc(OCCC(=O)Nc2ccc(S(=O)(=O)N3CCCC3)cc2)c1 | -1 | -2 | -3 | -1 | -2 | 0 | 5 | -24 | 15
Cc1ccc(C(=O)N/C(=C\c2ccco2)C(=O)N2CC(C)OC(C)C2)cc1C (stereo not drawn) | 10 | -8 | 8 | 22 | 0 | -4 | 1 | -10 | 2
C/C=C/C(=O)N1CC2(CC(c3cccc(NC(=O)/C(C)=C/C)c3)=NO2)C[C@H]1C(N)=O (stereo partly drawn) | 13 | 3 | 2 | 1 | 0 | 1 | -1 | -7 | 2
CCCCNC(=O)CCCCCn1c(=O)[nH]c2cc(C(=O)OC)ccc2c1=O | 2 | 1 | -1 | 5 | -2 | 6 | 1 | 2 | 0
O=C(NCCN1CCOCC1)c1ccc(=O)oc1 | 11 | -2 | 11 | 4 | -2 | 1 | 0 | 1 | 9
O=[N+]([O-])c1ccc2c(c1)C(N1CCN(CCO)CC1)Cc1ccc(F)cc1S2 (stereo not drawn) | -4 | -8 | 17 | 1 | -10 | -3 | 14 | 5 | 33
COc1cc(C2c3c([nH]c(=O)[nH]c3=O)Nc3ccc4ccccc4c32)ccc1O (stereo not drawn) | 3 | 1 | 4 | 3 | -2 | 1 | 0 | -3 | 5
CC(C)=CCC[C@H](C)C[C@@H]1CC2=C(C(=O)OC(C)(C)O2)[C@@H](c2ccc(F)cc2)O1 | nt | -6 | -1 | -1 | nt | -1 | -1 | nt | 0
CC1CCN(CC(O)CN2c3ccccc3Sc3ccccc32)CC1 (stereo not drawn) | -11 | -6 | -6 | 13 | -5 | -2 | 12 | 8 | nt
CN(C)S(=O)(=O)c1ccc(C(=O)NCCOc2ccc(F)cc2)cc1 | 1 | -3 | 1 | -4 | -3 | 2 | 4 | -9 | 10
Cc1cccc(NC(=O)CN2CCc3cc4c(cc3C2)OCCCO4)c1 | -9 | -2 | -4 | 3 | -5 | -3 | 2 | 18 | 7
O=C(NNC(=O)c1ccccc1OCc1ccc(F)cc1)c1ccncc1 | 8 | 4 | -2 | -4 | -3 | -5 | 1 | -19 | 1
CCOC(=O)c1ccccc1NC(=O)Cn1cnc2c(cnn2-c2ccccc2)c1=O | 7 | 2 | 3 | -5 | -4 | 0 | 1 | -9 | 8
COc1ccc(C(C#N)N2N=C(C)CC2(C)C)cc1 (stereo not drawn) | 1 | 8 | -5 | -5 | -1 | 0 | 1 | -18 | 11

In a second layout: results already given.
Order of values – CHRM1 PAM, M5 PAM, M4 antag, M5 antag, CHRM1 agonist, CHRM5 agonist, M4 ag, CHRM1 antagonist, TAAR1 agonist
- C/C=C/C(=O)N1CC2(CC(c3cccc(NC(=O)/C(C)=C/C)c3)=NO2)C[C@H]1C(N)=O (stereo partly drawn)
    13, 3, 2, 1, 0, 1, -1, -7, 2
- CCCCNC(=O)CCCCCn1c(=O)[nH]c2cc(C(=O)OC)ccc2c1=O
    2, 1, -1, 5, -2, 6, 1, 2, 0
- O=C(NCCN1CCOCC1)c1ccc(=O)oc1
    11, -2, 11, 4, -2, 1, 0, 1, 9
- O=[N+]([O-])c1ccc2c(c1)C(N1CCN(CCO)CC1)Cc1ccc(F)cc1S2 (stereo not drawn)
    -4, -8, 17, 1, -10, -3, 14, 5, 33
- COc1cc(C2c3c([nH]c(=O)[nH]c3=O)Nc3ccc4ccccc4c32)ccc1O (stereo not drawn)
    3, 1, 4, 3, -2, 1, 0, -3, 5
- CC(C)=CCC[C@H](C)C[C@@H]1CC2=C(C(=O)OC(C)(C)O2)[C@@H](c2ccc(F)cc2)O1
    nt, -6, -1, -1, nt, -1, -1, nt, 0
- CC1CCN(CC(O)CN2c3ccccc3Sc3ccccc32)CC1 (stereo not drawn)
    -11, -6, -6, 13, -5, -2, 12, 8, nt
- CN(C)S(=O)(=O)c1ccc(C(=O)NCCOc2ccc(F)cc2)cc1
    1, -3, 1, -4, -3, 2, 4, -9, 10
- Cc1cccc(NC(=O)CN2CCc3cc4c(cc3C2)OCCCO4)c1
    -9, -2, -4, 3, -5, -3, 2, 18, 7

Following part.
Key to letters – A = CHRM1 PAM; B = M5 PAM; C = M4 antag; D = M5 antag; E = CHRM1 agonist; F = CHRM5 agonist; G = M4 ag; H = CHRM1 antagonist; I = TAAR1 agonist
COc1cccc(NC(=O)Nc2nnc(CC(=O)NCc3ccccc3)s2)c1
  A = 6 | B = -1 | C = -10 | D = 11 | E = -2 | F = -2 | G = 1 | H = -14 | I = 7

CCC1(CC)NC(=O)N(CC(=O)OCC(=O)Nc2ccccc2[N+](=O)[O-])C1=O
  A = -9 | B = -19 | C = 9 | D = 20 | E = -1 | F = 4 | G = 19 | H = 24 | I = 19

NC(=O)CSc1nnc(-c2cnccn2)n1Cc1ccco1
  A = 6 | B = 5 | C = 7 | D = -4 | E = -2 | F = 5 | G = 1 | H = -1 | I = 4

Cc1ccc(CC(=O)Nc2ccc(S(=O)(=O)Nc3nccc(C)n3)cc2)cc1
  A = 6 | B = 8 | C = -13 | D = -12 | E = 0 | F = -6 | G = 2 | H = -8 | I = 0

CC(=O)c1ccc(NC(=S)NC(=O)/C=C/c2ccc(F)cc2)cc1
  A = 6 | B = -4 | C = 6 | D = 2 | E = -4 | F = -5 | G = 0 | H = -6 | I = nt

O=[N+]([O-])c1ccc(-c2nnc3n2CCCCC3)cc1
  A = 0 | B = 1 | C = 3 | D = -8 | E = -6 | F = -1 | G = 0 | H = -4 | I = 1

COCCn1c(C)cc(C(=O)CSc2ncn[nH]2)c1C
  A = 6 | B = 7 | C = -1 | D = -5 | E = -3 | F = 3 | G = 0 | H = -7 | I = 10

CCCc1nc2scc(-c3ccc(C)cc3)c2c(=O)n1N
  A = -4 | B = -7 | C = 2 | D = 2 | E = -1 | F = -11 | G = 8 | H = 10 | I = 13

COc1ccc(CCNC(=O)c2ccc(CSc3ccccc3)o2)cc1
  A = 2 | B = -7 | C = -14 | D = 3 | E = -5 | F = -12 | G = 5 | H = 4 | I = 4

COC(=O)C1C(=O)c2c(C)noc2CC1(C)C (stereo not drawn)
  A = 10 | B = -2 | C = 6 | D = -1 | E = -1 | F = 0 | G = 2 | H = -9 | I = -1

COc1cccc(NC(=O)C2CCC(CNS(=O)(=O)c3cccs3)CC2)c1 (stereo not drawn)
  A = 3 | B = -2 | C = -3 | D = -6 | E = -4 | F = 1 | G = 6 | H = -1 | I = 6

O=C(Nc1nc2ccccc2c(=O)[nH]1)c1ccccc1SCc1ccccc1
  A = 5 | B = 6 | C = 0 | D = 2 | E = -5 | F = -2 | G = 2 | H = -6 | I = 8

COc1ccc(C(=O)Cn2c(Br)nc3c2c(=O)n(C)c(=O)n3C)cc1OC
  A = 10 | B = 2 | C = 8 | D = -2 | E = -4 | F = 3 | G = 1 | H = -3 | I = 12

COc1ccc2nc(NC(=O)C3CCCN(S(=O)(=O)c4cccc5nonc45)C3)sc2c1 (stereo not drawn)
  A = -13 | B = -9 | C = -2 | D = -4 | E = 0 | F = 0 | G = 4 | H = -1 | I = 6

C[C@H](CO)N1C[C@H](C)[C@@H](CN(C)S(C)(=O)=O)Oc2ccc(NC(=O)Cn3cnnn3)cc2C1=O
  A = 10 | B = -1 | C = -21 | D = 5 | E = -2 | F = -1 | G = 1 | H = -14 | I = 5

CC(CCc1ccco1)NC(=O)CSc1cc(=O)n(C)c2ccccc12 (stereo not drawn)
  A = 8 | B = 9 | C = -3 | D = -12 | E = -2 | F = 2 | G = 1 | H = -26 | I = 7

O=C(N/N=C/c1ccco1)c1csc2c1CCCC2
  A = 6 | B = -9 | C = 11 | D = 15 | E = -4 | F = -3 | G = 2 | H = -11 | I = 1

CC(=O)C1=CCC(c2cccc(Cl)c2)N(S(=O)(=O)c2ccc(C)cc2)C1 (stereo not drawn)
  A = -10 | B = -11 | C = -2 | D = 1 | E = -9 | F = -4 | G = 6 | H = 15 | I = 3

CC(C)(C)NC(=O)C1CC(=O)N(CCc2ccc(F)cc2)C1 (stereo not drawn)
  A = 6 | B = 2 | C = 9 | D = 1 | E = -1 | F = 1 | G = 0 | H = -10 | I = 1

CC(C)C(C(=O)NC1CCCC1)N(CC1CCCO1)C(=O)CNS(=O)(=O)c1ccc(F)cc1 (stereo not drawn)
  A = 3 | B = -3 | C = -1 | D = 3 | E = -4 | F = -3 | G = 0 | H = -2 | I = -4

CCN(CC)C(=O)c1[nH]cnc1C(=O)Nc1ccc(Cl)cc1
  A = 4 | B = -4 | C = 4 | D = 13 | E = -3 | F = 1 | G = 1 | H = 6 | I = 0

O=C(Nc1cccnc1)c1sc2cccc(F)c2c1Cl
  A = 6 | B = 7 | C = -7 | D = 1 | E = -1 | F = -11 | G = 9 | H = -11 | I = 7

Source: PubChem BioAssay (The Scripps Research Institute Molecular Screening Center)
